Source: PubChem (several laboratories)
C8 TRAIL sens: sensitizes caspase-8 expressing cells to TRAIL; NB7+C8 cells + TRAIL, ATPlite viability luminescence; inhibition (viability loss, TRAIL sensitization), % at 10 µM; actives 1% (n = 360,000);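 active means compounds causing at least 50% loss of cell viability in the single-dose screen, relative to plate controls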
HIF-2a block: HIF-2a inhibition | 786-0 RCC cells HIF-2a reporter, luciferase luminescence, overnight | inhibition, % at 18.8 µM | actives 0.72% (n = 360,000);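 active means inhibition of the luminescence signal of 40% or more relative to plate controls, in a single-dose primary screen at 18.75 µM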
MITF TRPM1 inh: MITF TRPM1 promoter inhibition in SK-MEL-5 cells | SK-MEL-5 TRPM1 promoter luciferase, 24 h | inhibition, % at 12.5 µM | actives 0.83% (n = 330,000) | AID 488899;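 active means mean inhibition across replicates of 60% or more, whatever share of single replicates reaches that level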; further: values of inactives mirror those of a sister screen read the other way
Shn3 3UTR inh: reduces Shn3 3'UTR luciferase signal in osteoblasts; Clone20 osteoblast Shn3 3'UTR firefly luciferase, 24 h; inhibition, % at 12.5 µM; actives 0.52% (n = 360,000); AID 588674;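 active means mean inhibition of at least 75% with every replicate also reaching 75%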;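 further: 0% = median of neutral control wells and 100% = pilot-screen positive control compound; some compounds past the cut are filed as inactive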
Peg3 prom inh: Peg3 promoter activity inhibition | HeLa PEG-Prom luciferase reporter, luminescence, overnight | inhibition, % at 20 µM | actives 1.7% (n = 360,000);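 active means inhibition of at least 50% at 20 µM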
TROY signal inh: inhibitors of TROY-dependent NF-kB signaling; AID 1347056; actives 0.98% (n = 360,000); inhibition, % at 10 µM; Q293 LMP1-TROYcd NF-kB luciferase reporter, 4 h;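 active means compounds whose plate-normalised and pattern-corrected inhibition of the luciferase reporter signal at the single screening dose is 50% or more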
KKLEB cytotox: counter-screen for CF NF-kB inhibitors: cytotoxicity. activity change (cytotoxicity), % at 5 µM. actives 0.36% (n = 360,000). AID 602141. KKLEB CF airway cells viability, ATPlite luminescence, overnight; hits give low values; cells stimulated with P. aeruginosa culture filtrate;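 active means corrected activity change at or below -50% at 5 µM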
TWEAK Fn14 block: TWEAK-Fn14 signaling inhibition | TWEAK-stimulated Fn14 reporter cells, luciferase luminescence, 8 h | inhibition, % at 10 µM | actives 2% (n = 360,000); in the data active means inhibition above about 50%
NR2E3 ag-1: activates human photoreceptor nuclear receptor NR2E3 | actives 0.12% (n = 320,000) | GST-NR2E3/biotin-RetCOR TR-FRET, 1536-well | inhibition of corepressor binding, % at 4.78 µM | AID 2300;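 active means percent inhibition above the cutoff of mean plus 3 SD of all tested compounds, set per screening campaign, cut at about 20% in these data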;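 further: 0% = DMSO wells and 100% = biotin wells as full block of FRET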
Target sequence (Q9Y5X4 whole entry, looked up): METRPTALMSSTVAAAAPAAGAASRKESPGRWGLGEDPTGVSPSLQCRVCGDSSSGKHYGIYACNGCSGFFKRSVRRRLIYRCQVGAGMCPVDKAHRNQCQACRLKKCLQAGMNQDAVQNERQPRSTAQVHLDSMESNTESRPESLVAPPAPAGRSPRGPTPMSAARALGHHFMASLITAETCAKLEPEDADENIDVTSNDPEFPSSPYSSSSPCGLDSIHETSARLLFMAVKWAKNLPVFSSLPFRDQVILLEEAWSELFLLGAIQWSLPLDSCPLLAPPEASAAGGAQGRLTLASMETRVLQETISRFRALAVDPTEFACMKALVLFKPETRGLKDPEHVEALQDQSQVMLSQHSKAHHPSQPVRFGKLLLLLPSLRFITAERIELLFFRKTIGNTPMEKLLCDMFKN
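System: GST-tagged NR2E3 plus biotinylated RetCOR corepressor; Buffer or medium: pH 7.5 Tris-based buffer; Probe or stimulus: RetCOR corepressor, biotinylated, 7 nM; Doses: compound at 4.8 µM, single dose; Schedule: 5 h incubation at 4 °C; Technique: time-resolved FRET; Evaluation: percent inhibition of TR-FRET ratio; Replication: one well per compound, singlicate testing.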
NR2E3 ag-2: human photoreceptor-specific nuclear receptor agonism; Q9Y5X4; CHO-S Gal4-NCOR/VP16-NR2E3 two-hybrid, luciferase; inhibition of corepressor binding, % at 3.98 µM; actives 0.35% (n = 360,000); AID 602229;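 active means inhibition above the mean of all tested compounds plus 3 SD, cut at about 70% in these data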;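 further: 0% = DMSO with NR2E3 transfected cells and 100% = cells lacking NR2E3 construct; higher means lower luciferase signal from less NR2E3 corepressor binding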
CF NFkB block: inhibitors of cystic fibrosis induced NF-kB. AID 588850. KKLEB NF-kB-GFP reporter, PAF-induced, GFP fluorescence overnight. actives 0.86% (n = 360,000). inhibition, % at 5 µM;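 active means at least 50% inhibition at 5 µM, scaled per plate between neutral and stimulator controls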;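 further: PAF is a Pseudomonas aeruginosa culture filtrate used as stimulus; plate controls were PAF-stimulated DMSO wells for no effect and unstimulated DMSO wells for full effect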
* marks the source's active call; other numbers are inactive results.

What do the screens show for `CCOC(=O)C(CC)Sc1nc2c(cnn2-c2ccc(F)cc2)c(=O)[nH]1` (stereo not given)?
C8 TRAIL sens: 2; HIF-2a block: 13; MITF TRPM1 inh: 2; Shn3 3UTR inh: 1; Peg3 prom inh: 11; TROY signal inh: 22; KKLEB cytotox: 11; TWEAK Fn14 block: 0; NR2E3 ag-1: 5; NR2E3 ag-2: -11; CF NFkB block: -9

Results for Cc1cc(C#N)c2ccccc2n1 ?
C8 TRAIL sens: 2; HIF-2a block: 16; MITF TRPM1 inh: 5; Shn3 3UTR inh: -2; Peg3 prom inh: -1; TROY signal inh: 19; KKLEB cytotox: -4; TWEAK Fn14 block: 15; NR2E3 ag-1: 5; NR2E3 ag-2: -11; CF NFkB block: 6

What do the screens show for `CCC(=O)NC(=S)N1CCN(c2ccc([N+](=O)[O-])cc2Cl)CC1`?
C8 TRAIL sens: -3; HIF-2a block: 4; MITF TRPM1 inh: 9; Shn3 3UTR inh: -17; Peg3 prom inh: 24; TROY signal inh: 11; KKLEB cytotox: 5; TWEAK Fn14 block: -12; NR2E3 ag-1: -1; NR2E3 ag-2: -14; CF NFkB block: -13

Results for Cc1n[nH]c(C)c1CCC(=O)N/N=C/c1cccs1 ?
C8 TRAIL sens: 5; HIF-2a block: 5; MITF TRPM1 inh: -2; Peg3 prom inh: 0; TROY signal inh: 5; KKLEB cytotox: -5; TWEAK Fn14 block: -9; NR2E3 ag-1: -2; NR2E3 ag-2: 14; CF NFkB block: -10

What do the screens show for `C/C(CC(=O)Nc1ccccn1)=N\NC(=O)c1ccc(C)cc1`?
C8 TRAIL sens: 1; HIF-2a block: -10; MITF TRPM1 inh: -9; Shn3 3UTR inh: -41; Peg3 prom inh: -9; TROY signal inh: -40; KKLEB cytotox: 10; TWEAK Fn14 block: -1; NR2E3 ag-1: 3; NR2E3 ag-2: -46; CF NFkB block: -10

Results for CC(=O)c1cccc(NC(=O)C2Cc3c(-c4ccccc4Oc4ccccc4)ccnc3O2)c1 (stereo not given) ?
C8 TRAIL sens: 18; HIF-2a block: 18; Shn3 3UTR inh: 9; Peg3 prom inh: -20; TROY signal inh: 48; KKLEB cytotox: 2; TWEAK Fn14 block: 51*; NR2E3 ag-2: 15; CF NFkB block: -5

Results for CCOC(=O)c1c(C)oc2cc(Br)c(O)c(Br)c12 ?
C8 TRAIL sens: -7; HIF-2a block: -44; MITF TRPM1 inh: 7; Shn3 3UTR inh: -17; Peg3 prom inh: -97; TROY signal inh: -67; KKLEB cytotox: 6; TWEAK Fn14 block: 3; NR2E3 ag-1: 2; NR2E3 ag-2: -74; CF NFkB block: 2

Results for CC(C)OC(=O)c1ccc(N)cc1 ?
C8 TRAIL sens: -1; HIF-2a block: -11; MITF TRPM1 inh: -10; Shn3 3UTR inh: 1; Peg3 prom inh: -12; TROY signal inh: -16; KKLEB cytotox: 16; TWEAK Fn14 block: 1; NR2E3 ag-1: -3; NR2E3 ag-2: -12; CF NFkB block: -2

How did Cc1cccc(NC(=S)NNC(=O)CCn2cc(C)cn2)c1 do in these assays?
C8 TRAIL sens: -10; HIF-2a block: -1; MITF TRPM1 inh: -7; Shn3 3UTR inh: -14; Peg3 prom inh: 8; TROY signal inh: -14; KKLEB cytotox: 6; TWEAK Fn14 block: -13; NR2E3 ag-1: 2; NR2E3 ag-2: 7; CF NFkB block: -6

Results for CCOc1cc(N2CCOCC2)c(OCC)cc1NC(=O)CN1C(=O)C2CC=CCC2C1=O (stereo not given) ?
C8 TRAIL sens: -7; HIF-2a block: 11; MITF TRPM1 inh: -16; Shn3 3UTR inh: 2; Peg3 prom inh: -9; TROY signal inh: 9; KKLEB cytotox: -6; TWEAK Fn14 block: 4; NR2E3 ag-1: 4; NR2E3 ag-2: -9; CF NFkB block: -2

What do the screens show for `COc1ccc2[nH]cc(C(=O)CN3CCC(C)CC3)c2c1`?
C8 TRAIL sens: 4; HIF-2a block: -122; MITF TRPM1 inh: -37; Shn3 3UTR inh: -22; Peg3 prom inh: -192; TROY signal inh: -21; KKLEB cytotox: -2; TWEAK Fn14 block: -17; NR2E3 ag-1: 0; NR2E3 ag-2: 1; CF NFkB block: 13

What do the screens show for `COC(=O)c1cccc(NC(=O)CSc2nnc(COc3cccc(C)c3)n2C)c1`?
C8 TRAIL sens: -5; HIF-2a block: 6; MITF TRPM1 inh: -4; Shn3 3UTR inh: -13; Peg3 prom inh: 1; TROY signal inh: 1; KKLEB cytotox: -8; TWEAK Fn14 block: 14; NR2E3 ag-1: 0; NR2E3 ag-2: -3; CF NFkB block: 1

How did COC(=O)[C@]12CCCCC=C1N(Cc1ccccc1)C(=O)[C@H](CC(=O)N1CCCC1)C2 do in these assays?
C8 TRAIL sens: 5; HIF-2a block: 6; TROY signal inh: 4; TWEAK Fn14 block: -3; NR2E3 ag-2: -12

How did O=C(O)CCNc1nc(-c2ccccc2)c2cc(Br)ccc2n1 do in these assays?
C8 TRAIL sens: -1; HIF-2a block: 32; MITF TRPM1 inh: 7; Shn3 3UTR inh: -25; Peg3 prom inh: 16; TROY signal inh: -57; KKLEB cytotox: -2; TWEAK Fn14 block: 5; NR2E3 ag-2: -35; CF NFkB block: 23

Results for CCCN1CCN(CC(=O)Nc2nnc(C)s2)CC1 ?
C8 TRAIL sens: -4; HIF-2a block: 23; MITF TRPM1 inh: -8; Shn3 3UTR inh: -5; Peg3 prom inh: 10; TROY signal inh: 6; KKLEB cytotox: -16; TWEAK Fn14 block: 10; NR2E3 ag-1: 5; NR2E3 ag-2: 4; CF NFkB block: 8

Next part, starting with the last 3 of the part before.
How did COC(=O)[C@]12CCCCC=C1N(Cc1ccccc1)C(=O)[C@H](CC(=O)N1CCCC1)C2 do in these assays?
C8 TRAIL sens: 5; HIF-2a block: 6; TROY signal inh: 4; TWEAK Fn14 block: -3; NR2E3 ag-2: -12

How did O=C(O)CCNc1nc(-c2ccccc2)c2cc(Br)ccc2n1 do in these assays?
C8 TRAIL sens: -1; HIF-2a block: 32; MITF TRPM1 inh: 7; Shn3 3UTR inh: -25; Peg3 prom inh: 16; TROY signal inh: -57; KKLEB cytotox: -2; TWEAK Fn14 block: 5; NR2E3 ag-2: -35; CF NFkB block: 23

Results for CCCN1CCN(CC(=O)Nc2nnc(C)s2)CC1 ?
C8 TRAIL sens: -4; HIF-2a block: 23; MITF TRPM1 inh: -8; Shn3 3UTR inh: -5; Peg3 prom inh: 10; TROY signal inh: 6; KKLEB cytotox: -16; TWEAK Fn14 block: 10; NR2E3 ag-1: 5; NR2E3 ag-2: 4; CF NFkB block: 8

Results for O=C(COC(=O)c1cccc(Br)c1)Nc1ccc2[nH]c(=O)[nH]c2c1 ?
C8 TRAIL sens: 15; HIF-2a block: 9; MITF TRPM1 inh: 1; Shn3 3UTR inh: 0; Peg3 prom inh: 3; TROY signal inh: -11; KKLEB cytotox: 1; TWEAK Fn14 block: -2; NR2E3 ag-1: 0; NR2E3 ag-2: -1; CF NFkB block: 10

How did Cc1c(CC(=O)NCC(=O)O)c(=O)oc2cc3c(cc12)CCC(C)(C)O3 do in these assays?
C8 TRAIL sens: -18; HIF-2a block: 16; MITF TRPM1 inh: -1; Shn3 3UTR inh: 1; Peg3 prom inh: 0; TROY signal inh: 13; KKLEB cytotox: 11; TWEAK Fn14 block: 0; NR2E3 ag-1: 3; NR2E3 ag-2: 8; CF NFkB block: -2

Results for COc1ccc(Cl)cc1NC(=O)C1CCCN(c2cc(C)nc3ncnn23)C1 (stereo not given) ?
C8 TRAIL sens: 11; HIF-2a block: -29; MITF TRPM1 inh: -18; Shn3 3UTR inh: 16; Peg3 prom inh: -21; TROY signal inh: -8; KKLEB cytotox: -1; TWEAK Fn14 block: -3; NR2E3 ag-1: -2; NR2E3 ag-2: -19; CF NFkB block: -7

How did CCN(CC)S(=O)(=O)c1cc(NC(=O)c2cccc(N3C(=O)CCC3=O)c2)ccc1Cl do in these assays?
C8 TRAIL sens: 12; HIF-2a block: 5; MITF TRPM1 inh: 6; Shn3 3UTR inh: 13; Peg3 prom inh: -5; TROY signal inh: -13; KKLEB cytotox: 5; TWEAK Fn14 block: -3; NR2E3 ag-1: 0; NR2E3 ag-2: -9; CF NFkB block: 9

How did CN(C)S(=O)(=O)N1CCCC(C(=O)c2ccc(-c3ccccc3)c(F)c2)C1 (stereo not given) do in these assays?
C8 TRAIL sens: 6; HIF-2a block: 19; MITF TRPM1 inh: 10; Shn3 3UTR inh: 75; Peg3 prom inh: 7; TROY signal inh: -38; KKLEB cytotox: -3; TWEAK Fn14 block: -6; NR2E3 ag-1: -2; NR2E3 ag-2: 2; CF NFkB block: 5

Results for Cc1cc(C(=O)CN2CCC(C)CC2)c(C)n1-c1ccccc1F ?
C8 TRAIL sens: 19; HIF-2a block: 29; MITF TRPM1 inh: -1; Shn3 3UTR inh: 10; Peg3 prom inh: 8; TROY signal inh: 80*; KKLEB cytotox: -8; TWEAK Fn14 block: 82*; NR2E3 ag-1: 1; NR2E3 ag-2: -42; CF NFkB block: 3

Results for COc1ccc(C2=NN(c3nc(C)cc(C)n3)C(=O)C2)cc1 ?
C8 TRAIL sens: 0; HIF-2a block: -1; MITF TRPM1 inh: -2; Shn3 3UTR inh: -3; Peg3 prom inh: -2; TROY signal inh: 5; KKLEB cytotox: -11; TWEAK Fn14 block: 22; NR2E3 ag-1: 1; NR2E3 ag-2: -26; CF NFkB block: 16

What do the screens show for `COc1ccc(OC)c(CN2C(=O)CCC2(C)C(=O)NC2CCCCCC2)c1` (stereo not given)?
C8 TRAIL sens: -9; HIF-2a block: 7; MITF TRPM1 inh: -7; Shn3 3UTR inh: 2; Peg3 prom inh: 9; TROY signal inh: 11; KKLEB cytotox: -15; TWEAK Fn14 block: 1; NR2E3 ag-1: -4; NR2E3 ag-2: -3; CF NFkB block: 1

How did CCOC(=O)c1sc(C)c2c1NC(C)(c1cccs1)NC2=O (stereo not given) do in these assays?
C8 TRAIL sens: -5; HIF-2a block: 14; MITF TRPM1 inh: 13; Shn3 3UTR inh: 29; Peg3 prom inh: 19; TROY signal inh: 14; KKLEB cytotox: 1; TWEAK Fn14 block: 15; NR2E3 ag-1: 6; NR2E3 ag-2: -5; CF NFkB block: -4

How did N#CC1=C(N)OC2=C(C(=O)CCC2)C1c1ccccc1 (stereo not given) do in these assays?
C8 TRAIL sens: 4; HIF-2a block: -5; MITF TRPM1 inh: 10; Shn3 3UTR inh: -2; Peg3 prom inh: 19; TROY signal inh: 4; KKLEB cytotox: -14; TWEAK Fn14 block: -10; NR2E3 ag-1: 0; NR2E3 ag-2: 19; CF NFkB block: 10

These rows are one share of the data; the hit share may differ from the screen's.
